Assay outcomes from PubChem.
DNMT1 block: DNMT1 (human) enzyme inhibition; P26358; DNMT1 molecular beacon, Hinp1I cleavage, fluorescence; inhibition (reported as % activation of signal), % at 10 µM; actives 0.83% (n = 360,000); AID 588458; in the data active = inhibition above about 50%
Target sequence (P26358 504-1616 limits assumed): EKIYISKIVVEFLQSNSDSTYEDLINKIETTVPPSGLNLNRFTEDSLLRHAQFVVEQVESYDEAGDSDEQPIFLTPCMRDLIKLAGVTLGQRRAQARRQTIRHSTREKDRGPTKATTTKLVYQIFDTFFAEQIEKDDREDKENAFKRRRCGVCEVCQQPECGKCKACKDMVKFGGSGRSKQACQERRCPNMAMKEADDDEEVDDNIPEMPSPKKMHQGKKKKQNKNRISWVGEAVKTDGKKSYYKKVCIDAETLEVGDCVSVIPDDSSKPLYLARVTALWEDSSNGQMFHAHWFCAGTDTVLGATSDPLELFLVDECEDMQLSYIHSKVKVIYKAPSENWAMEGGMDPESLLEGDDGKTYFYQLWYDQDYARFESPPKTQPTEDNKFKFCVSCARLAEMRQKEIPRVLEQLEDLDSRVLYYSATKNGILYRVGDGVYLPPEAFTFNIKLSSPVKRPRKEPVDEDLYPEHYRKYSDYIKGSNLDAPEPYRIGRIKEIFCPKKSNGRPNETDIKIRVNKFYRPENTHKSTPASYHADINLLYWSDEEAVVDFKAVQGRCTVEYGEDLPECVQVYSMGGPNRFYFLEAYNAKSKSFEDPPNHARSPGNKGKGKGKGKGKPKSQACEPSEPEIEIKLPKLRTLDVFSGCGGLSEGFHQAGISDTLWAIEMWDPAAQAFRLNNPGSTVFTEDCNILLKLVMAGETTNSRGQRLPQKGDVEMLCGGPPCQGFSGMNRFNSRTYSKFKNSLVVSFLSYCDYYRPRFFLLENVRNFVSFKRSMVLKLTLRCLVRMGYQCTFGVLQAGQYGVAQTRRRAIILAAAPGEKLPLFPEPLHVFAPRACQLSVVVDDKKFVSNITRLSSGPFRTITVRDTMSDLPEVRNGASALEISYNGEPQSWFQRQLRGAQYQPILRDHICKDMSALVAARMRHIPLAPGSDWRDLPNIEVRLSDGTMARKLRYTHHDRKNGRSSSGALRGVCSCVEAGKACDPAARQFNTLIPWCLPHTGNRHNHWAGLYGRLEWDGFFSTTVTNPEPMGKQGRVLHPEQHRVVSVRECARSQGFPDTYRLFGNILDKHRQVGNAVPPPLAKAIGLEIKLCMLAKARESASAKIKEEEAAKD
NadD block: inhibitors of Staphylococcus aureus NadD | actives 0.78% (n = 360,000) | AID 602399 | inhibition, % at 20 µM | purified NadD enzyme, colorimetric absorbance read-out; in the data active = inhibition above about 26%; note: some compounds past the cut are filed as inactive
MLLE-PAM2 inh: inhibitors of microRNA-mediated deadenylation, human PABP1 MLLE binding. P11940. GST-MLLE / FITC-PAM2 fluorescence polarization. inhibition, % at 20 µM. actives 0.36% (n = 360,000). AID 588489; in the data active = inhibition above about 35%, passing the limit was not always enough;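 note: plate controls were DMSO wells with GST-MLLE for no effect and wells lacking GST-MLLE protein for full effect; some results filed as inactive read as strong as hits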
TbMetRS inhib: blocks T. brucei methionyl-tRNA synthetase activity; inhibition, % at 11.9 µM; purified T. brucei MetRS, ATP depletion, Kinase-Glo luminescence; actives 0.4% (n = 360,000);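 active = inhibition above a per-plate cutoff of the control wells' mean inhibition plus 3 SD, cut at about 5.5% in these data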;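 note: 0% = DMSO wells median and 100% = median of wells with control inhibitor compound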
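Assay system: T. brucei methionyl-tRNA synthetase, purified | Medium: HEPES buffer with MgCl2, KCl, DTT, spermine, BSA, pyrophosphatase | Compound: 11.9 µM single point | Incubation: 15 min enzyme-compound preincubation, 2 h reaction, 10 min detection, 25 °C | Measured by: Kinase-Glo luciferase luminescence reporting remaining unconsumed ATP | Measure: % inhibition normalized to control-well medians | Replication: Singlicate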
LMPTP inh: blocks human LMPTP phosphatase. P24666. recombinant LMPTP-A, OMFP fluorogenic substrate, fluorescence intensity. inhibition, % at 20 µM. actives 0.22% (n = 360,000);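 active = compounds that cut the enzyme signal by at least half of the control window in the single-dose screen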;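 note: plate controls were DMSO wells with enzyme plus substrate for no effect and substrate without enzyme for full effect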
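Test system: LMPTP-A phosphatase enzyme. Amount: LMPTP-A at 0.625 nM final in the reaction. Reagent: OMFP substrate, 400 µM final. Times: 50 min at room temperature. Signal: endpoint fluorescence intensity from OMFP dephosphorylation. Read-out basis: % inhibition. Benchmarks: no-enzyme and uninhibited controls.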
STEP inh: inhibitors of human striatal-enriched phosphatase STEP; actives 0.25% (n = 360,000); P54829; recombinant STEP, OMFP fluorogenic substrate, fluorescence; inhibition, % at 20 µM; AID 588621;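 active = inhibition at 20 µM, scaled per plate between control wells, above about 37%, limit read from the data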;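 note: 0% = DMSO with enzyme and substrate and 100% = substrate only without enzyme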
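Material: STEP (striatal-enriched tyrosine phosphatase) enzyme, cell-free; Compound dosing: 20 µM single dose in 1% DMSO; Technique: fluorescence read at 480 nm ex / 540 nm em; Times: reaction 20 min, ambient temperature; Medium: 50 mM Bis-Tris pH 6.0 with 2.5 mM DTT and 0.005% Tween 20; Also added: OMFP at 25 µM.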
CSN deneddyl inh: CSN deneddylation inhibition. Purified CSN, SCF-Nedd8-OG deneddylation, fluorescence polarization. Q92905. actives 0.38% (n = 360,000). inhibition, % at 12.5 µM;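 active = pattern-corrected inhibition above about 35%, with an unprinted fluorescence ratio check between 0.5 and 1.5, limit read from the data, passing the limit was not always enough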;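 note: 0% = enzyme with substrate and 100% = substrate without enzyme; some results filed as inactive read as strong as hits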
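Schedule: reaction 90 min, room temperature / Assay system: HEK293T-derived human Csn5 enzyme / Input: Csn5 at 0.24 nM final / Measure: inhibition of Csn5 cleavage, % / Control set: substrate-only high control, full reaction low control / Technique: fluorescence polarization of the substrate / Buffer or medium: Tris/NaCl/DTT buffer, pH 7.5 / Reagent: SCFSkp2-Nedd8OG substrate at 10 nM final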
SUMO1 PPI mod: modulators of human SUMO1-mediated protein-protein interactions; inhibition, % at 20 µM; AID 602429; P63165; actives 0.33% (n = 360,000); SUMO1 binding to a labelled peptide, TR-FRET, 1 h; in the data active = inhibition above about 37%
Rpn11 inh: Rpn11 (human) deubiquitinase inhibition | actives 0.59% (n = 360,000) | calls only at 20 µM | human 26S proteasome, Ub4-pepOG fluorescence polarization; 20S core pre-blocked with epoxomicin;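 active = inhibition at 20 µM, scaled to each plate's controls, above about 33%, limit read from the data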
Scp1 inh: inhibitors of human Scp-1 phosphatase; Q9GZU7; Recombinant Scp1, phosphopeptide, malachite green phosphate absorbance; actives 0.88% (n = 340,000); AID 493091; inhibition, % at 20 µM;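 active = inhibition above about 50% at 20 µM, limit read from the data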;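 note: plate controls were DMSO wells with enzyme for no effect and wells lacking enzyme for full effect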
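assay system = SCP-1 phosphatase catalytic domain, residues 76-261 | buffer or medium = 50 mM Tris acetate pH 5.5, 0.005% Tween-20, 10 mM MgCl2 | incubation = enzyme reaction 45 min at room temperature, colour 5 min, stabilisation 30 min | signal = Phosphate-binding colour reagent, absorbance read at 630 nm | measure = % inhibition at 20 µM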
Active calls of the source: *; i = inactive; . = no result given.

#	SMILES	TbMetRS inhib	Scp1 inh	STEP inh	NadD block	SUMO1 PPI mod	Rpn11 inh	MLLE-PAM2 inh	LMPTP inh	CSN deneddyl inh	DNMT1 block
1	Cc1cccc(Nc2c([N+](=O)[O-])c(=O)oc3ccccc23)c1	0.0	4	4	10	-21	i	15	1.1	0	-1
2	CC1CN(C(=O)c2ccc(COc3ccc(C(C)C)cc3)o2)CC(C)O1 (centres undefined)	-0.6	-1	-1	-5	2	i	-2	0.8	-1	-3
3	CCC(=O)N1CCc2cc(S(=O)(=O)CCC(=O)N3CCN(c4ccccc4)CC3)ccc21	0.0	-4	-1	4	-8	i	12	-0.6	-2	-3
4	COc1ccccc1NS(=O)(=O)c1ccc(C(=O)OCC(=O)NCc2ccco2)cc1	-0.1	13	0	7	8	i	-19	11	4	17
5	Cc1sc(NC(=O)CCCC(=O)O)c(C(N)=O)c1-c1ccccc1	-0.3	-9	3	-3	3	i	35*	1.3	-3	-2
6	NC(=O)c1c(Nc2nc3c(F)cccc3s2)sc2c1CCCC2	0.1	-8	-4	11	3	.	-97	2.4	69	-29
7	O=C(CNS(=O)(=O)c1cccc2nsnc12)NCc1ccc(Cl)cc1	-0.2	-3	3	1	-22	i	-2	-2.0	-2	-7
8	O=S(=O)(NC1CCCC1)c1ccc(S(=O)(=O)N(Cc2cccs2)CC2CCCO2)cc1 (centres undefined)	-1.2	-3	-4	-3	8	i	14	-0.4	4	8
9	CC(C)N(Cc1ccccc1)C(=O)CN1C(=O)NC2(CCCC2)C1=O	-0.1	-8	2	7	-3	i	-15	-1.8	-2	3
10	Clc1ccc2nc(COc3ccccc3)[nH]c2c1	12*	0	-1	-15	-4	i	-10	1.2	0	1
11	COc1cccc(-c2sc3ccc(OC)cc3c2-c2cc(F)cc(OC)c2)c1	-0.1	-12	2	-2	2	i	0	2.2	2	14
12	N#CCSc1ccc(S(=O)(=O)N2CCOCC2)cn1	-0.2	-13	1	-2	5	i	-9	0.6	1	-3
13	COc1ccc(COC(=O)N/N=C(\C)CC(=O)Nc2ccc(Cl)cn2)cc1	-0.2	-4	-2	4	5	i	16	-0.5	-5	-6
14	Cc1cccc(C(=O)C(O)(c2ccccc2)C2CCCCC2=O)c1 (centres undefined)	-0.2	.	1	-3	7	i	-1	1.5	-1	1
15	COC(=O)c1cc(NC(=O)N2c3ccccc3Sc3ccccc32)cc(C(=O)OC)c1	-0.8	-10	4	8	1	i	-17	2.4	4	-8
16	Cc1ccc([C@H]2C[C@@H](O)[C@H](n3cc(-c4ccc(F)cc4)nn3)CN2Cc2cccs2)cc1	-0.5	.	0	7	-1	i	19	0.4	-4	-3
17	O=C(NCC(c1ccco1)N1CCc2ccccc21)c1ccc([N+](=O)[O-])cc1 (centres undefined)	0.1	-8	3	-1	-26	i	0	2.6	0	7
18	CC(C)C(OC(=O)c1ccco1)C(=O)NCc1ccc2c(c1)OCO2 (centres undefined)	-0.5	0	-2	-3	3	i	3	0.1	3	6
19	O=C(CNc1ccc(C(F)(F)F)cc1)Nc1cccc(S(=O)(=O)N2CCCCC2)c1	-0.1	.	3	-8	2	i	-11	4.3	-1	-19
20	CCOC(=O)N1CCN(C(=O)CN(c2cc(Cl)ccc2OC)S(=O)(=O)c2ccccc2)CC1	-0.8	-5	2	-2	0	i	-8	-0.7	5	-4
21	COc1ccc(CN2CCN(C(=O)c3cccc(OC)c3OC)CC2)cc1OC	0.0	-2	-4	-8	-1	i	6	-1.6	0	2
22	Cc1ccc(SCC(=O)Nc2cccc(-c3nnc(-c4ccco4)o3)c2)cc1	-0.2	-12	0	-10	-2	i	-8	1.6	-2	-7
23	COc1cccc(C(=O)N(CN2CCCC2=O)c2cccc(Cl)c2)c1OC	-1.3	-9	-1	-1	2	i	-2	-0.6	0	4
24	O=C(CC1C(=O)NCCN1Cc1ccc(-c2ccccc2)cc1)NCC1CC1 (centres undefined)	-1.8	1	2	1	1	i	19	-0.7	-1	-3
25	Cc1ccc(C2(C)NC(=O)N(CC(=O)N(C)CC(=O)Nc3cccc4ccccc34)C2=O)cc1 (centres undefined)	-0.3	-5	0	5	-9	i	5	0.8	0	-6

For reference, part of the list above:
#	SMILES	TbMetRS inhib	Scp1 inh	STEP inh	NadD block	SUMO1 PPI mod	Rpn11 inh	MLLE-PAM2 inh	LMPTP inh	CSN deneddyl inh	DNMT1 block
1	Cc1cccc(Nc2c([N+](=O)[O-])c(=O)oc3ccccc23)c1	0.0	4	4	10	-21	i	15	1.1	0	-1
2	CC1CN(C(=O)c2ccc(COc3ccc(C(C)C)cc3)o2)CC(C)O1 (centres undefined)	-0.6	-1	-1	-5	2	i	-2	0.8	-1	-3
3	CCC(=O)N1CCc2cc(S(=O)(=O)CCC(=O)N3CCN(c4ccccc4)CC3)ccc21	0.0	-4	-1	4	-8	i	12	-0.6	-2	-3

Remaining list, next part.
#	SMILES	TbMetRS inhib	Scp1 inh	STEP inh	NadD block	SUMO1 PPI mod	Rpn11 inh	MLLE-PAM2 inh	LMPTP inh	CSN deneddyl inh	DNMT1 block
26	CCc1cccc(OCCN2CCCC2)c1	0.5	-5	-1	-4	-1	i	-2	-7.1	1	5
27	Cc1cc(C(=O)Nc2sc(C)c(C)c2C#N)no1	0.2	-5	3	2	3	i	21	0.3	-4	0
28	COC(=O)C[C@@H]1CC[C@@H](NC(=O)c2ccccc2F)[C@@H](CO)O1	-0.7	.	.	.	1	.	.	-0.5	-3	.
29	CCN(CC)CCn1c2c(c(SCC(=O)Nc3cccc(C(C)=O)c3)nc1=O)CCCC2	-0.6	-1	1	-3	-17	i	8	1.3	-4	2
30	COc1ccc(-n2c(C)cc(C(=O)CN3C(=O)NC4(CCCc5sccc54)C3=O)c2C)cc1 (centres undefined)	-0.6	-8	1	9	2	i	-12	2.3	4	-6
31	COc1ccccc1N(CC(O)COc1ccccc1C)S(=O)(=O)c1ccccc1 (centres undefined)	-1.3	-9	2	-9	1	i	4	0.4	5	10
32	Cc1ccc(C(C[N+](=O)[O-])c2c(-c3ccccc3O)[nH][nH]c2=O)cc1 (centres undefined)	1.1	-3	-4	6	6	i	17	0.4	-4	-20
33	CCN(CC)C(=O)CCCOc1ccc(Cl)cc1Cl	9.1*	-5	-1	7	-2	i	8	-0.3	2	3
34	O=C(NC(Cc1c[nH]c2ccccc12)C(=O)NCCCN1CCOCC1)c1cccs1 (centres undefined)	-0.2	-6	0	-10	0	i	3	-0.2	4	-2
35	NC(=O)c1ncc(C(F)(F)F)cc1Cl	-0.4	-4	2	-4	4	i	9	-0.2	3	1
36	CCN1C(=O)C(CC(=O)Nc2ccc(OC)cc2)N(CCc2ccccc2)C1=S (centres undefined)	43*	-9	-4	-16	-6	i	-14	1.9	1	-3
37	O=P(O)(COc1ccccc1)COc1ccccc1	-0.3	-8	2	0	-2	i	-10	-2.7	5	2
38	COCCCNC(=O)/C(C#N)=C/c1c(N2CCN(c3cccc(Cl)c3)CC2)nc2c(C)cccn2c1=O	0.3	-5	3	-12	-13	i	-2	5.7	3	-4
39	N#C/C(=C\Nc1ccccc1SC(F)(F)F)c1nc(-c2ccc(Cl)cc2)cs1	-0.7	-3	-2	2	9	i	-27	1.2	7	-1
40	Cc1ccc2c(c1)c1n[nH]c(=S)nc1n2CCc1ccccc1	-1.0	-10	1	8	-13	i	41*	-0.6	-6	3
41	O=C(COC(=O)c1cc(F)c(F)cc1Cl)NC1CCCCCC1	-0.3	.	-2	-6	4	i	16	0.2	5	4
42	CC1CC(C)CN(C(=O)c2cccc(S(=O)(=O)Nc3cc(C(F)(F)F)ccc3Cl)c2)C1 (centres undefined)	-0.5	-7	-1	7	19	i	10	2.0	-2	0
43	O=C(NC(=S)NCC1CCCO1)c1ccccc1 (centres undefined)	-0.2	2	3	2	0	i	23	-0.1	0	4
44	Cc1cc2ccccc2c(=O)n1CC(=O)N1CCN(c2cccc(Cl)c2)CC1	0.1	6	3	-2	2	i	-1	1.0	-1	2
45	Cc1ccc(CNS(=O)(=O)c2ccccc2[N+](=O)[O-])cc1	0.3	-6	-1	-3	-7	i	6	0.2	0	-4
46	Cc1ccc([C@@H]2CC=C(C(=O)O)[C@H](c3ccc(Cl)cc3)N2S(=O)(=O)c2ccccc2C)cc1	0.0	8	7	3	9	i	3	0.6	-1	3
47	CC(OC(=O)/C(C#N)=C/c1ccc(N(C)C)cc1)C(=O)N(C)Cc1ccccc1 (centres undefined)	-0.2	-2	-4	3	-38	.	-129	8.1	97	-1
48	C=CCn1c(NC(C)c2cc(Cl)ccc2O)nc2ccccc21 (centres undefined)	3.0	-9	-3	-3	1	i	-5	4.6	1	-7
49	Cc1nnc(SCC(=O)NNC(=O)c2ccco2)s1	-0.1	-3	-1	-1	-2	i	17	-0.8	-4	2
50	CC(C)(C)NC(=O)C(C1CC1)n1c(=O)c(-c2ccco2)nc2ccccc21 (centres undefined)	-0.1	.	.	.	-11	.	.	-1.3	3	.
51	O=C(Nc1ccccc1N1CCOCC1)[C@@H]1O[C@H](CO)[C@H](O)[C@H](O)[C@H]1O	-0.3	.	-2	-1	0	i	15	-2.2	-2	4
52	O=C(CC[C@H]1O[C@@H](n2ccc(=O)[nH]c2=O)[C@H](O)[C@@H]1O)N1CCN(c2ccccn2)CC1	-1.8	.	-3	-4	2	i	2	0.1	0	-1
53	CC(C)(Oc1ccc(Cl)cc1)C(=O)NCCN1C(=O)S/C(=C/c2cccnc2)C1=O	-0.5	-8	3	0	-17	i	14	-0.9	-9	-2
54	CCCCN1CC(=O)N2[C@H]3c4cc(OC)ccc4OC[C@@H]3[C@H](C(=O)OCC)[C@]2(C)C1=O	-0.2	-6	-2	-2	3	i	-8	-0.6	0	8
55	Cc1ccc(S(=O)(=O)N(CC(=O)N2CCCCCC2)c2ccccc2)cc1	-0.4	-3	-3	-7	3	i	7	0.5	0	15
56	O=C(CN1C(=O)NC2(CCCC2)C1=O)NNC(=O)c1ccccc1F	0.0	-10	1	3	5	i	-7	-1.1	3	2
57	Cc1oc(-c2ccccc2)nc1C(=O)OCC(=O)NCc1ccccc1	-0.2	10	0	-5	0	i	-1	0.2	1	-2
